Screening data deposited in PubChem BioAssay by several laboratories.
UTI89 phage lysis: inhibition of K1F phage lysis, E. coli UTI89, bacterial capsule biogenesis inhibitors, alamar blue (AID 488966); E. coli UTI89 K1F phage lysis, alamar blue, 2 h; higher % means a stronger effect; inhibition, % at 100 µM; hits with a dose series show IC50 in µM; 340,000 tested, 0.02% active;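 active means phage lysis inhibition, versus mean bacterial control, above a set limit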;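 further: capsule biogenesis inhibitors block K1F phage lysis so surviving cells raise fluorescence; higher fluorescence means more inhibition of phage lysis; actives were called in the ten point dose series up to 300 µM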
M17LAP inhibition: P. falciparum M17LAP inhibitors, primary screen, biochemical, fluorogenic H-Leu-NHMec substrate, 1536-well (AID 1619) | Leucine aminopeptidase (Plasmodium falciparum (isolate 3D7)) | one-dose inhibition, % at 30 µM; IC50 in µM for titrated hits | 220,000 tested, 0.38% active | recombinant M17LAP, H-Leu-NHMec fluorogenic kinetic assay; higher % means a stronger effect;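 active means compound inhibiting the enzyme by more than half at any dose during confirmatory dose-response retesting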;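 further: plate controls were full reaction with DMSO carrier for no effect and no enzyme background for full effect; strong numbers were not always called active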
ER stress rescue: rescue of cells from ER stress-induced death, primary screen, 384-well, CSM14.1, thapsigargin, ATP luminescence (AID 1222). CSM14.1 thapsigargin-induced death rescue, ATP luminescence; higher % means a stronger effect. cellular ATP content (survival), % at 20 µM, or EC50 in µM where a hit was titrated. 190,000 tested, under 10 active;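 active means EC50 below 50 µM in the dose-response confirmation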;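 further: death triggered by thapsigargin at about 15 µM added after 2 h compound pretreatment; cell ATP read after overnight thapsigargin exposure of roughly 18 to 22 hours; normalized against plate controls of thapsigargin alone and 5% DMSO vehicle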
Ins promoter up: insulin promoter activators in MIN6 cells, imaging, high-content screening, mouse beta cells. MIN6 insulin promoter-GFP reporter; hits give high values. z-score at 5 µM. 190,000 tested, 0.3% active. AID 1625, 2009;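 active means z-score above 3 at 5 µM with at least 500 cells counted in the well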
bCat nuc transl: modulators of beta-catenin nuclear translocation, primary screen, imaging, HeLa cells, immunofluorescence, high-content; nuclear translocation activity, % at 5 µM; 190,000 tested, 0.3% active; AID 1665, 2009;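 active means nuclear translocation activity above 50% at 5 µM, with a well cell count of 50 or more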;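 further: per-cell ratio of nuclear to cytoplasmic median beta-catenin stain intensity; plate controls were DMSO negative control for no effect and GSK-3 inhibitor IX positive control for full effect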
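Test system: HeLa cells, endogenous beta-catenin; Compound: single 5 µM dose plus 0.02–20 µM confirmation series; Times: compound exposure 24 h at 37°C; Signal: fluorescence imaging of beta-catenin antibody stain plus DAPI; Read-out: % activation, nuclear-to-cytoplasmic median beta-catenin signal ratio per cell.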
Dynein transport: inhibitors of GR-EGFP nuclear translocation, primary screen, dynein cargo transport inhibitor project, imaging, high-content, 3617.4 mouse cells | test concentration mostly 20 µM; stimulated with dexamethasone, 1 µM; hits give low values | z-score, hits read low | 220,000 tested, 0.47% active;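 active means plate z-score of nuclear minus cytoplasmic receptor signal below a set negative limit, without overly bright fluorescence or cell loss, cut at about -3.5 in these data, passing the limit was not always enough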;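 further: z-score of nuclear minus cytoplasmic ring GR-EGFP intensity difference per well; some compounds called inactive have numbers as strong as hits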
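Also added – dexamethasone, 1.0 µM final · Buffer or medium – tet-free, stripped-serum medium · Schedule – induction 48 h, compound 1 h, agonist 30 min · Detection – formaldehyde fixation, Hoechst nuclear stain, 10x automated fluorescence imaging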
MT stabilizer: microtubule stabilizers in HeLa cells, primary screen, imaging, high-content imaging | 200,000 tested, 0.83% active | HeLa tubulin immunostaining HCS, 24 h; share of cells brighter than vehicle mean+2SD | % tubulin-high responders, % at 10 µM | AID 2205, 2009;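 active means plate Z-score above 3 for both tubulin-high and condensed-nucleus cell shares, with cell loss under 80%, at 10 µM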;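 further: anti alpha tubulin signal scored within the nucleus-defined area of each cell; some results filed as inactive read as strong as hits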
P. falciparum M1AAP: P. falciparum M1AAP inhibitors, biochemical, fluorogenic H-Leu-NHMec substrate, 1536-well (AID 1445); Aminopeptidase N (Plasmodium falciparum (isolate 3D7)); recombinant M1AAP, H-Leu-NHMec fluorogenic kinetic assay; higher % means a stronger effect; one-dose inhibition, % at 30 µM; IC50 in µM for titrated hits; 220,000 tested, 0.42% active;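 active means primary inhibition above the hit cutoff, then over 50% inhibition at one or more dose response concentrations, cut at about 23% in these data, passing the limit was not always enough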;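 further: plate controls were DMSO full reaction for no effect and no enzyme background for full effect; strong numbers were not always called active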
Autophagy mod: autophagy modulators in MEF cells, primary screen, imaging, high-content, MEF GFP-LC3; calls only at 10 µM (by protocol); MEF GFP-LC3 puncta imaging; test concentration mostly 10 µM; AID 463193, 2010; 190,000 tested, 0.98% active;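 active means percentage of spot-positive cells more than 3 SD above its plate mean, without a fluorescence outlier flag or 80% toxicity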;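 further: spot-positive cell cutoff set from DMSO-treated cells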
Dynein transport cytoplasmic EGFP: further read-out of Dynein transport, marked with its call; z-score; measured here: cytoplasmic GR-EGFP intensity; hits give high values
Dynein transport nuclear GR-EGFP: further read-out of Dynein transport, marked with its call; z-score; measured here: nuclear GR-EGFP intensity;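 lower value marks the stronger effect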
Dynein transport cell count: second read-out of Dynein transport, no call of its own (marks repeat the call); z-score; measured here: cell count per field
Ins promoter up cell count: second read-out of Ins promoter up, no call of its own (marks repeat the call); cell count; measured here: cytotoxicity, nuclei count;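 total cells summed across four imaged fields per well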
bCat nuc transl cell count 5 µM: recorded beside bCat nuc transl, whose call it bears; cell count; measured here: cell count, cytotoxicity flag
MT stabilizer Hoechst-high %: second read-out of MT stabilizer, no call of its own (marks repeat the call); % Hoechst-high responders; measured here: nuclear condensation Hoechst responders;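 share of cells brighter than vehicle mean plus two SD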
MT stabilizer cytotoxicity %: recorded beside MT stabilizer, whose call it bears; toxicity, %; measured here: cytotoxicity by cell density;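 0% = mean cell density of plate MIN control wells and 100% = no cells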
Autophagy mod cell loss 18 h: second read-out of Autophagy mod, no call of its own (marks repeat the call); toxicity, %; measured here: cell loss, nuclei count;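 cell loss after 18 h compound exposure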
Starred values were filed as active, the others as inactive; i = inactive; . = no result given; & = joins results of further samples; [ ] = dose if it differs, or a comment. The order is random; any-hit rate near 2.9%.

structure,bCat nuc transl cell count 5 µM,ER stress rescue,Dynein transport cytoplasmic EGFP,UTI89 phage lysis,Dynein transport,P. falciparum M1AAP,Autophagy mod cell loss 18 h,Autophagy mod,M17LAP inhibition,MT stabilizer cytotoxicity %,Ins promoter up,MT stabilizer,Dynein transport cell count,Ins promoter up cell count,Dynein transport nuclear GR-EGFP,bCat nuc transl,MT stabilizer Hoechst-high %
CC(C)n1c(CCCO)nc2ccccc21,945,-0.3%,-0.32,1.1%,-0.23,-3%,-5,i,-5%,6.2,1.6,4.5,0.4,1282,0.53,-3.6,3.0
COC(=O)c1sccc1NC(=O)/C=C/c1c(Cl)cccc1Cl,1149,-3.3%,0.036,0.2%,0.55,-4%,-5,i,-3%,6.7,-0.98,3.0,-0.0076,976,0.76,-1.1,2.2
Cc1ccc(-n2c(SCC(=O)NCCN3C(=O)CSC3=O)nnc2-c2cccc(C)c2)cc1,537,-7.0%,-0.17,4.2%,-0.13,-2%,2,i,23%,7.2,-0.24,7.5,-0.09,1271,-0.27,4.9,2.7
Cc1cc(C)cc(N(C(C)C(=O)NC2CCCC2)S(C)(=O)=O)c1 (stereo unspecified),.,-1.2%,-0.074,3.6%,1.4,20%,4,i,-2%,22,-0.38,3.6,-0.47,881,0.48,.,2.5
C/C(=N\NC(=S)NCCc1ccccc1)c1ccc(C#N)cc1,.,-0.6%,-0.24,0.2%,1.1,-4%,-15,i,-12%,2.5,-0.11,1.8,-0.022,969,1.1,.,2.0
O=C(Nc1ccc(SC(F)F)cc1)c1ccc2nccnc2c1,1052,.,-0.25,0.1%,-1.5,-3%,7,i,8%,10,0.68,1.3,0.63,1140,-0.71,-0.3,2.3
CCC1CCCCN1CC(=O)Nc1cc(OC)c(OC)cc1C#N (stereo unspecified),1078,-2.2%,-0.36,-0.1%,-0.79,5%,-7,i,-3%,5.0,.,4.3,0.66,.,-0.39,-2.1,3.0
CCOc1ccc(-n2c(C)cc(/C=N\NC(=O)CC(=O)NC3CCCCC3)c2C)cc1,1003,-1.7%,-0.23,5.9%,-0.77,8%,14,i,18%,8.7,-0.14,3.9,-0.027,2308,0.43,-1.9,4.4
CCSc1nc2ccccc2n1C(=O)/C=C/c1ccc(OC)c(OC)c1,982,1.6%,-0.11,1.3%,-0.83,-4%,10,i,10%,1.0,.,5.1,-0.14,.,-0.67,1.9,3.4
COc1ccc(C(=O)Oc2ccc(=O)n(-c3ccccc3)n2)cc1,.,-2.3%,-0.16,0.4%,-0.22,4%,11,i,1%,7.3,.,1.1,0.1,.,-0.68,.,1.6
Cn1c(NC(=O)c2cccs2)c(-c2cccs2)c(=O)c2ccccc21,855,-1.2%,0.11,-0.1%,0.37,10%,42,i,8%,9.1,0.19,9.3,-0.27,1227,0.62,-7.3,2.3
Brc1ccc(CSc2nccn2-c2ccccc2)cc1,.,0.7%,-0.2,0.5%,0.36,1%,0,i,-2%,13,.,0.9,0.14,.,-0.39,.,2.5
COc1cccc(-n2nnc3c(=O)n(Cc4c(F)cccc4Cl)cnc32)c1,1032,-0.4%,0.05,4.6%,-0.19,6%,-3,i,-8%,6.5,0.23,2.1,-0.46,1260,0.57,-0.7,1.6
Cc1ccc([N+](=O)[O-])cc1N,965,.,-0.3,-0.1%,-0.27,1%,3,i,7%,4.5,0.41,2.6,-0.38,1190,0.65,3.6,1.3
Cc1ccccc1OCC(=O)Nc1cccc(C(=O)O)c1,1071,-1.0%,-0.32,-0.2%,1.1,-1%,-30,i,-11%,12,-0.17,1.3,-0.7,1541,0.77,-2.6,1.6
O=Cc1ccc(N2CCCC2)c(F)c1,.,-0.6%,0.096,-0.3%,-0.92,9%,-1,i,9%,4.6,0.42,1.2,0.29,878,-0.24,.,1.3
O=C(Cc1csc(Nc2nc(=S)[nH]c3ccccc23)n1)NCc1ccccc1Cl,.,3.5%,0.5,1.2%,0.3,10%,-28,i,5%,8.5,.,3.0,0.63,.,0.88,.,2.1
O=C(c1ccc(Cl)cc1)N1CCCC(C(=O)N2CCc3ccccc3C2)C1 (stereo unspecified),1304,.,-0.22,0.6%,0.12,-1%,.,.,-5%,.,-0.82,.,0.13,1073,0.041,-0.4,.
CC[C@H](C)C(=O)O[C@H]1CCC=C2C=C[C@H](C)[C@H](CC[C@@H]3C[C@@H](O)CC(=O)O3)[C@H]21,1167&1056,-2.0%,-0.1,-5.3%,-0.68,2%&4%,-10,i,0%&-1%,3.0,-1.7&-2.6,10,0.5,889&783,-0.95,-1.4&0.1,9.7
O=S(=O)(Nc1nc2ccccc2nc1Nc1ccc2c(c1)OCO2)c1ccc(F)cc1,1083,4.3%,0.075,0.6%[50 µM],-0.5,0%,-28,i,2%,2.1,0.89,3.6,-0.39,1409,-0.11,-0.2,3.2
CSc1ncccc1C(=O)Nc1ccc(OC(F)(F)F)cc1,1082,-0.4%,-0.19,1.9%,0.032,5%,1,i,10%,7.3,-0.11,4.0,0.39,1381,-0.00079,-0.9,1.6
CN(CC(=O)NC(=O)NCc1ccccc1)Cc1cccc(Cl)c1Cl,995,-1.9%,-0.27,0.6%[50 µM],0.11,0%,11,i,4%,2.0,0.06,4.2,0.68,1321,0.17,-1.0,2.5
CCOC(=O)C(NCc1ccco1)(NC(=O)c1ccc(OC)cc1)C(F)(F)F (stereo unspecified),.,2.5%,-0.22,0.1%,-1.4,0%,-24,i,1%,7.8,.,1.0,1,.,-1.1,.,1.7
CCOCCCNC(=O)C(c1ccc(C)cc1)N1CCOCC1 (stereo unspecified),1139,-1.0%,-0.21,-1.0%,-0.7,1%,-1,i,-5%,9.5,0.45,2.3,0.1,971,-0.36,2.4,3.5
O=C(CCN1CCN(Cc2ccccc2)CC1)Nc1ccc(OCc2ccccc2)cc1,.,0.0%,-0.0033,1.0%,-0.035,-4%,-3,i,-4%,12,-0.27,1.8,-0.016,863,0.2,.,1.7
O=C(NC1CCOC1)c1ccc(OC2CCN(CCc3ccccc3)CC2)cc1 (stereo unspecified),1518,-0.4%,0.37,-0.2%,0.32,-3%,5,i,-7%,3.8,0.3,1.6,0.23,1382,0.36,1.0,1.1
O=C(N/N=C/c1ccccn1)c1ccc(Br)cc1,527,-2.9%,-0.14,0.6%[50 µM],-0.65,23%,22,i,9%,3.1,1.6,4.9,0.83,898,-0.34,0.8,2.6
Cc1ccc(-c2csc(N/N=C/C=C/c3ccccc3)n2)cc1,1325,-0.8%,-0.2,-2.7%,0.011,13%,-30,i,31%,5.8,-1.1,2.1,0.54,1388,0.39,-1.9,2.4
Cc1nn2c3c(cnc2c1-c1ccccc1)C(=O)CC(c1ccco1)C3 (stereo unspecified),791,-2.7%,-0.29,0.1%,-0.35,14%,-7,i,7%,7.1,0.79,4.2,-0.36,1132,0.0014,-4.7,2.8
O=C(c1ccco1)N1C(=O)c2cccc3cccc1c23,.,-0.2%,-0.19,-0.3%,-0.042,6%,-7,i,-8%,10,.,5.6,0.85,.,-0.19,.,3.2
COc1ccc(/C=C/C(=O)C(C)(C)C)cc1OC,1058,.,-0.21,-0.8%[50 µM],-0.45,5%,.,.,9%,.,-0.13,.,-0.0057,1524,-0.29,0.5,.
Cc1nc2[nH]c(=S)[nH]c2cc1Br,876,-0.2%,-0.15,-0.7%[50 µM],-0.38,2%,1,i,1%,0.4,1.7,2.1,3,1512,0.24,-2.1,3.3
O=[N+]([O-])c1cc(C(F)(F)F)ccc1Oc1cccnc1[N+](=O)[O-],551,-0.7%,-0.27,0.0%,-0.62,3%,-9,i,1%,6.2,-0.1,3.5,0.72,1339,-0.62,-1.8,2.8
O=C(NCCCn1ccnc1)C(Cc1ccc([N+](=O)[O-])cc1)N1C(=O)c2ccccc2C1=O (stereo unspecified),1175,-0.8%,-0.21,0.8%,-0.046,12%,5,i,3%,3.4,0.04,3.2,0.37,1277,-0.085,-1.5,2.0
COCCNCCCCOc1c(Cl)cc(C)cc1Br,1444,2.9%,-0.15,-0.1%,-0.22,-6%,0,i,3%,8.3,-0.16,1.6,-0.092,1372,-0.21,0.3,2.0
Cc1cnnn1-c1ccc([N+](=O)[O-])cc1,1097,-1.7%,-0.047,.,-0.28,-3%,0,i,1%,3.5,-0.21,2.1,0.19,1194,-0.13,-0.9,2.7
COc1ccc(-c2[nH]ncc2/C=N/NC(=O)c2cc(Br)ccc2O)c(OC)c1,808,0.6%,-0.21,-0.5%[50 µM],1.4,13%,11,i,-11%,6.9,0.7,2.0,-1.9,1446,1,-1.1,2.7
